Screening data deposited in PubChem by several laboratories.
XIAP displacement = XIAP antagonists, biochemical, IAP family, fluorescence polarization (AID 1018); XIAP BIR domain, fluorescence polarization peptide displacement; higher % means a stronger effect; one-dose displacement, % at 20 µM; IC50 in µM for titrated hits; actives 0.007% (n = 200,000); in the data active = displacement above about 50%; note: a part of the inactive calls stands beside numbers as strong as those of hits
Siah-1 displacement = Siah-1 peptide-binding antagonists, primary screen, biochemical, fluorescence polarization, rhodamine-plectin, uHTS (AID 1817); Siah-1 / rhodamine-plectin peptide fluorescence polarization; higher % means a stronger effect; displacement, % at 20 µM, or IC50 in µM where a hit was titrated; actives 0.02% (n = 290,000);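 active = displacement of at least 50% at 20 µM, with a fluorescence ratio check between 0.3 and a set limit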;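 note: plate controls were Siah plus tracer with DMSO for no effect and tracer alone without Siah for full effect; strong numbers were not always called active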
CSM14.1 death rescue = rescue of cells from ER stress-induced death, primary screen, 384-well, CSM14.1, thapsigargin, ATP luminescence (AID 1222) | 190,000 tested, under 10 active | CSM14.1 thapsigargin-induced death rescue, ATP luminescence; higher % means a stronger effect | one-dose cellular ATP content (survival), % at 20 µM; EC50 in µM for titrated hits;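 active = EC50 below 50 µM in the dose-response confirmation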;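 note: death triggered by thapsigargin at about 15 µM added after 2 h compound pretreatment; cell ATP read after overnight thapsigargin exposure of roughly 18 to 22 hours; normalized against plate controls of thapsigargin alone and 5% DMSO vehicle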
LYP inhibition = inhibitors of LYP phosphatase, biochemical, fluorescence intensity, uHTS (AID 1779); inhibition, % at 11.5 µM; hits with a dose series show IC50 in µM; actives 0.054% (n = 290,000); recombinant LYP phosphatase, fluorescence intensity; higher % means a stronger effect;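 note: plate controls were vehicle with enzyme for no effect and no enzyme for full effect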
AID2073 = disruptors of CaV2.2 binding to Mint1 – biochemical, HTRF (AID 2073); HTRF protein-protein interaction, Mint1-CaV2.2; higher % means a stronger effect; inhibition, % at 20 µM; hits with a dose series show IC50 in µM; actives 0.19% (n = 290,000); in the data active = inhibition mostly above about 51%, no sharp cut-off; inconclusive = no clear call, values can overlap the other calls; inactive = mostly below about 53%; note: some results filed as inactive read as strong as hits
HEK293 NOD2/NF-kB = inhibition of NOD2-driven NF-kB reporter – cell-based, luminescence, uHTS, HEK293 (AID 1566); HEK293 NOD2/NF-kB luciferase reporter, luminescence; higher % means a stronger effect; one-dose inhibition, % at 4 µM; EC50 in µM for titrated hits; actives 0.63% (n = 290,000); note: many of its hits are not listed in these tables
Hep lipid drop = modulators of hepatic lipid droplet formation. AML12 mouse hepatocytes, oleate lipid droplets, BODIPY imaging. inhibition, % at 6.5 µM. actives 0.4% (n = 240,000);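 active = lipid droplet intensity inhibited by at least 50%, with more than 500 cells counted; inconclusive = wells with under 300 cells, treated as cytotoxic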
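Test system: AML12 hepatocytes (mouse); reagent: oleate loading, 100 µM; dosing: one dose, 6.5 µM compound; incubation: overnight exposure; signal: fluorescence imaging, 20x objective, two fields per well; read-out basis: % inhibition of corrected integrated BODIPY droplet signal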
M17LAP inhibition = P. falciparum M17LAP inhibitors, primary screen, biochemical, fluorogenic H-Leu-NHMec substrate, 1536-well (AID 1619); inhibition, % at 30 µM, or IC50 in µM where a hit was titrated; recombinant M17LAP, H-Leu-NHMec fluorogenic kinetic assay; higher % means a stronger effect; actives 0.38% (n = 220,000);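 active = compound inhibiting the enzyme by more than half at any dose during confirmatory dose-response retesting; inconclusive = strong single-dose inhibitors picked by rank but not retested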;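 note: plate controls were full reaction with DMSO carrier for no effect and no enzyme background for full effect; strong numbers were not always called active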
M1AAP inhibition = malaria alanyl aminopeptidase activity blockers – biochemical, fluorogenic H-Leu-NHMec substrate, 1536-well (AID 1445). inhibition, % at 30 µM; hits with a dose series show IC50 in µM. recombinant M1AAP, H-Leu-NHMec fluorogenic kinetic assay; higher % means a stronger effect. actives 0.42% (n = 220,000);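 active = primary inhibition above the hit cutoff, then over 50% inhibition at one or more dose response concentrations, cut at about 23% in these data, passing the limit was not always enough; inconclusive = conflicting primary data, or primary hits not chosen for dose response; inactive = low primary inhibition, or under 50% at every dose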;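 note: plate controls were DMSO full reaction for no effect and no enzyme background for full effect; strong numbers were not always called active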
Hep lipid drop cells 6.5 µM = recorded beside Hep lipid drop, whose call it bears; cell count; measured here: cell count, cytotoxicity flag;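 cells counted across two imaged fields per well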
* = called active by the depositor; ? = inconclusive; nt = no result given. Cut-off read from the data, not from the text of the source, unless noted: active = inhibition above about 50%; inactive = the rest. Only part of the results is shown (hit frequency here may not be typical).

SMILES	XIAP displacement	Siah-1 displacement	CSM14.1 death rescue	LYP inhibition	AID2073	HEK293 NOD2/NF-kB	Hep lipid drop	Hep lipid drop cells 6.5 µM	M17LAP inhibition	M1AAP inhibition
COc1cc(C=O)ccc1OCCCOc1ccc([N+](=O)[O-])cc1	-1.1%	8%	-0.9%	-5%	10%	24%	-9	636	14%	1%
COc1ccc(OC)c2c1C(=O)c1ccccc1C2=O	-2.9%	19%	-1.2%	-4%	-7%	14%	nt	nt	6%	1%
CCn1cc(/C=C(\NC(=O)c2ccccc2)C(=O)N2CCOCC2)c2ccccc21	nt	4%	nt	-2%	4%	5%	-1	640	nt	nt
Brc1ccc(-c2noc(-c3ccccn3)n2)o1	nt	-2%	nt	-8%	9%	-119%	29	718	nt	nt
O=C(CSCc1ccccc1Cl)NN=C1CCCCCC1	-2.6%	1%	-2.9%	-8%	-4%	-4%	2	609	8%	1%
CS(=O)(=O)N1CCCC(C(=O)Nc2ccccc2)C1 (stereo not drawn)	nt	-3%	nt	0%	5%	2%	11	837	nt	nt
O=C(CN(C(=O)CCC(=O)Nc1nccs1)c1ccccc1F)NCc1ccccc1	nt	-1%	nt	-12%	8%	18%	8	790	nt	nt
COc1cc(/C=C2\SC(=O)NC2=O)ccc1Oc1ccc([N+](=O)[O-])cc1[N+](=O)[O-]	-7.4%	35%	0.5%	10%	8%	-50%	-36	608	-2%	10%
CC1=CC(C2CC(=O)N(c3ccc(C)cc3)C2=O)CC2C(=O)N(c3ccc(C)cc3)C(=O)C12 (stereo not drawn)	-4.0%	-3%	1.3%	-4%	17%	-5%	14	646	9%	-1%
COCC(O)CSc1nc(C)[nH]c1[N+](=O)[O-] (stereo not drawn)	-0.2%	-4%	-0.2%	-8%	-4%	1%	17	803	-22%	4%
OCC1(Cc2cccc(C(F)(F)F)c2)CCN(Cc2cc3ccccc3o2)CC1	-4.9%	6%	-2.3%	-6%	-5%	0%	-13	726	6%	1%
Cc1nn(-c2ccccc2)nc1CNC(=O)C(C)Cc1ccccc1 (stereo not drawn)	-4.1%	-1%	-1.6%	0%	2%	20%	-2	693	15%	-1%
Cc1cc(C(=O)CSc2nc3ccccc3n2C)c(C)n1C	-2.5%	3%	0.4%	-9%	3%	9%	1	760	-2%	2%
Cc1ccccc1OCC(=O)NCCNC(=O)c1ccncc1	nt	1%	nt	-8%	-4%	-21%	17	855	nt	nt
Oc1cc(-c2ccccc2)c2ccccc2c1	-2.9%	4%	-2.5%	-6%	10%	7%	6	688	11%	10%
CCCCOc1ccc(C(=O)NNC(=S)NC(=O)CC)cc1	-5.1%	-12%	-1.1%	-1%	8%	17%	-10	588	16%	-17%
CC(C)CCNC(=O)C(c1ccncc1)N(Cc1cccs1)C(=O)Cn1nnc(-c2ccc(F)cc2)n1 (stereo not drawn)	-4.7%	-2%	-0.4%	0%	-9%	-207%	-1	740	9%	11%
Cc1ccc(O)c(NC(=O)CSc2n[nH]c(-c3ccccc3)n2)c1	nt	-1%	nt	-4%	6%	22%	7	709	nt	nt
CCOc1ccc(S(=O)(=O)N2CCC(C(=O)NCc3cccnc3)CC2)cc1Cl	nt	-1%	nt	0%	2%	-10%	1	823	nt	nt
CC1CN(C(=O)CN2C(=O)NC(C)(c3ccccc3)C2=O)CC(C)O1 (stereo not drawn)	-5.4%	8%	-1.1%	-7%	-3%	7%	9	761	3%	-1%
O=C(NCC1CCCO1)C1CCCN(S(=O)(=O)c2cc(Cl)ccc2Cl)C1 (stereo not drawn)	nt	2%	nt	-9%	1%	-4%	-12	801	nt	nt
COCCNC(=O)Cn1nc(C(F)(F)F)c(Cl)c1C	-0.6%	-4%	-1.0%	-6%	1%	7%	nt	nt	-5%	-2%
CCCc1cc(=O)oc2cc(OCc3ccc(OC)cc3)c(Cl)cc12	-3.9%	16%	2.3%	-4%	11%	4%	-14	629	0%	-1%
CC1CN(CCCCOc2ccc(Cl)c3ccccc23)CC(C)O1 (stereo not drawn)	nt	2%	nt	-8%	1%	nt	0	819	nt	nt
C=CCOC(=O)C(C#N)c1nc2ccccc2nc1N1CCN(Cc2ccccc2)CC1 (stereo not drawn)	-0.1%	2%	3.5%	0%	2%	18%	-5	725	-5%	2%

Some of these compounds in order of heavy-atom count, rising:
SMILES	XIAP displacement	Siah-1 displacement	CSM14.1 death rescue	LYP inhibition	AID2073	HEK293 NOD2/NF-kB	Hep lipid drop	Hep lipid drop cells 6.5 µM	M17LAP inhibition	M1AAP inhibition
O=C(CSCc1ccccc1Cl)NN=C1CCCCCC1	-2.6%	1%	-2.9%	-8%	-4%	-4%	2	609	8%	1%
CCCCOc1ccc(C(=O)NNC(=S)NC(=O)CC)cc1	-5.1%	-12%	-1.1%	-1%	8%	17%	-10	588	16%	-17%
Cc1nn(-c2ccccc2)nc1CNC(=O)C(C)Cc1ccccc1 (stereo not drawn)	-4.1%	-1%	-1.6%	0%	2%	20%	-2	693	15%	-1%
CCOc1ccc(S(=O)(=O)N2CCC(C(=O)NCc3cccnc3)CC2)cc1Cl	nt	-1%	nt	0%	2%	-10%	1	823	nt	nt
O=C(CN(C(=O)CCC(=O)Nc1nccs1)c1ccccc1F)NCc1ccccc1	nt	-1%	nt	-12%	8%	18%	8	790	nt	nt

(list continues)
SMILES	XIAP displacement	Siah-1 displacement	CSM14.1 death rescue	LYP inhibition	AID2073	HEK293 NOD2/NF-kB	Hep lipid drop	Hep lipid drop cells 6.5 µM	M17LAP inhibition	M1AAP inhibition
C=C1CCC(OC(C)=O)C2(C)CCC3C(C)C(=O)OC3C12O (stereo not drawn)	nt	0%	nt	-9%	16%	9%	16	824	nt	nt
COc1ccc(C(C)=O)cc1CSCc1cc(C(C)=O)ccc1OC	nt	3%	nt	-5%	2%	27%	nt	nt	nt	nt
Cc1nn(C(=O)c2nn(C)cc2[N+](=O)[O-])c(C)c1Br	-0.6%	15%	0.1%	-6%	-3%	12%	4	662	12%	4%
COc1c(OC(C)=O)ccc(/C=C/c2ccc3ccccc3n2)c1[N+](=O)[O-]	0.8%	3%	-2.2%	0%	5%	-105%	4	645	6%	7%
O=C(CN1C(=O)S/C(=C\c2ccccc2)C1=O)NC1CCS(=O)(=O)C1 (stereo not drawn)	nt	6%	nt	-9%	-18%	-3%	-12	686	nt	nt
CCC1=NN2C(=N)/C(=C\c3ccc(OCc4cc(=O)n5nc(CC)sc5n4)c(OC)c3)C(=O)N=C2S1	-5.9%	3%	4.1%	2%	nt	9%	-11	685	4%	33%
CC(C)CN1CCC(C(=O)NCC2CCCO2)CC1 (stereo not drawn)	0.5%	-1%	-4.2%	-9%	17%	-2%	-2	732	-1%	-2%
CCOCCOC(=O)C1=C(C)NC(=O)NC1c1ccc2c(c1)OCO2 (stereo not drawn)	nt	5%	nt	-10%	6%	16%	0	812	nt	nt
CCCCn1c(=O)[nH]c(=O)c2c1nc(-c1ccc([N+](=O)[O-])cc1)n2CC	nt	-2%	nt	-5%	20%	0%	-14	788	nt	nt
O=C(NN=C1CCCC1)c1ccccc1OCCOc1ccccc1	-7.7%	7%	nt	0%	-2%	-9%	18	695	5%	-11%
Cc1ccc(-n2nc3c(=O)n(CC(=O)NCc4ccccc4)nc(C)c3c2C)cc1	nt	-1%	nt	-7%	7%	44%	8	737	nt	nt
COCCN(Cc1nc(-c2ccc(C(F)(F)F)cc2)no1)C(C)C	-3.2%	14%	0.6%	-9%	-5%	14%	1	716	1%	2%
CC(C)(C)c1ccc(S(=O)(=O)NCCOCC(F)(F)C(F)F)cc1	-2.8%	1%	-2.3%	-6%	4%	-3%	-1	742	-3%	-3%
COc1ccc(Cl)cc1N=Cc1c(O)c2ccccc2oc1=O	nt	2%	nt	-5%	18%	10%	-6	778	nt	nt
O=C(COc1cc2oc(=O)c3c(c2cc1Cl)CCC3)NCCCN1CCCC1=O	nt	14%	nt	-9%	6%	3%	6	681	nt	nt
CCOC(=O)N1CCN(CC(=O)Nc2ccc(C)c(Br)c2)CC1	0.8%	5%	-2.7%	-3%	-8%	3%	-5	751	19%	-1%
CC1CCCCN1Cc1ccc(N(C)C)cc1 (stereo not drawn)	-7.6%	7%	-2.0%	-8%	-8%	16%	nt	nt	7%	-3%
CC(C(=O)Nc1ccccc1)C(=O)Nc1ccccc1	nt	-1%	nt	2%	28%	5%	-8	806	nt	nt
Cc1ccc(S(=O)(=O)N2C(=O)CCC2C(=O)Nn2cnnc2)cc1 (stereo not drawn)	-3.5%	0%	6.0%	0%	3%	-8%	-6	736	-19%	-1%
Cc1ccc(C(=O)Nc2ccc(N3CCN(C(=O)c4cccs4)CC3)cc2)c(Cl)c1	nt	-3%	nt	0%	?	-8%	-18	826	nt	nt
CCOC(=O)N1CCN(C(=O)CSc2nnc(-c3cccs3)o2)CC1	1.1%	0%	5.5%	-5%	47%	-4%	nt	nt	7%	1%
O=C(NCc1ccc(OC(F)(F)F)cc1)C1CC(c2c(Cl)cccc2Cl)=NO1 (stereo not drawn)	-3.8%	-1%	-0.2%	-1%	-2%	-7%	nt	nt	-5%	-4%
O=C(CCN1CCN(c2ccccc2)CC1)Nc1ccccc1	nt	-2%	nt	-11%	-5%	5%	-1	849	nt	nt
